HTR5A inv ctr: HTR5A inverse agonism, opioid heterodimer counter-screen; P47898; HTR5A cell line, luminescence; inhibition, % at 9.3 µM; 340,000 compounds, 0.083% hits; AID 504634; in the data active = inhibition mostly above about 23%, no sharp cut-off; inactive = mostly below about 18%;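 note: 0% = cells with DMSO and 100% = no-cell wells with DMSO; some compounds called inactive have numbers as strong as hits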
PfHsp90 set2: reduces growth (ATP signal) of yeast expressing P. falciparum Hsp90 | AID 504621 | 310,000 compounds, 0.32% hits | S. cerevisiae expressing PfHsp90, BacTiter-Glo ATP, 48 h; yeast lacking PDR1 and PDR3 efflux regulators | inhibition, % at 9.4 µM;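 active = every replicate shows inhibition above about 80%, whatever the replicate mean, limit read from the data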;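 note: 0% = DMSO neutral controls and 100% = 20 µM radicicol positive controls; yeast relying on Plasmodium falciparum Hsp90 in place of its own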
PKA-R1A act: activates the PKA-R1A holoenzyme complex. P00514+P68181. PKA-R1A dissociation, Cy5-IP20 fluorescence polarization; scaled: DMSO 0%, 113 µM cGMP 100%. 340,000 compounds, 0.083% hits. activation, % at 11.4 µM;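 active = percent activation above the mean of all tested compounds plus 3 SD, cut at about 19% in these data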;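 note: higher means more PKAc released from R1A so a rise in polarization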
Pemphigus Ab inh: human desmoglein-3 autoantibody binding inhibition | P32926 | DSG3-coupled beads, scFv-anti-DSG3-GFP binding, flow cytometry; hits give low values | binding (percent of control), % at 10 µM | 310,000 compounds, 0.48% hits | AID 588358;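 active = binding more than 3 SD below its plate's average and above zero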;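 note: hits lower antibody fragment binding to DSG3; some compounds called inactive have numbers as strong as hits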
Target sequence (P32926 whole entry, looked up, the tested form may be a part): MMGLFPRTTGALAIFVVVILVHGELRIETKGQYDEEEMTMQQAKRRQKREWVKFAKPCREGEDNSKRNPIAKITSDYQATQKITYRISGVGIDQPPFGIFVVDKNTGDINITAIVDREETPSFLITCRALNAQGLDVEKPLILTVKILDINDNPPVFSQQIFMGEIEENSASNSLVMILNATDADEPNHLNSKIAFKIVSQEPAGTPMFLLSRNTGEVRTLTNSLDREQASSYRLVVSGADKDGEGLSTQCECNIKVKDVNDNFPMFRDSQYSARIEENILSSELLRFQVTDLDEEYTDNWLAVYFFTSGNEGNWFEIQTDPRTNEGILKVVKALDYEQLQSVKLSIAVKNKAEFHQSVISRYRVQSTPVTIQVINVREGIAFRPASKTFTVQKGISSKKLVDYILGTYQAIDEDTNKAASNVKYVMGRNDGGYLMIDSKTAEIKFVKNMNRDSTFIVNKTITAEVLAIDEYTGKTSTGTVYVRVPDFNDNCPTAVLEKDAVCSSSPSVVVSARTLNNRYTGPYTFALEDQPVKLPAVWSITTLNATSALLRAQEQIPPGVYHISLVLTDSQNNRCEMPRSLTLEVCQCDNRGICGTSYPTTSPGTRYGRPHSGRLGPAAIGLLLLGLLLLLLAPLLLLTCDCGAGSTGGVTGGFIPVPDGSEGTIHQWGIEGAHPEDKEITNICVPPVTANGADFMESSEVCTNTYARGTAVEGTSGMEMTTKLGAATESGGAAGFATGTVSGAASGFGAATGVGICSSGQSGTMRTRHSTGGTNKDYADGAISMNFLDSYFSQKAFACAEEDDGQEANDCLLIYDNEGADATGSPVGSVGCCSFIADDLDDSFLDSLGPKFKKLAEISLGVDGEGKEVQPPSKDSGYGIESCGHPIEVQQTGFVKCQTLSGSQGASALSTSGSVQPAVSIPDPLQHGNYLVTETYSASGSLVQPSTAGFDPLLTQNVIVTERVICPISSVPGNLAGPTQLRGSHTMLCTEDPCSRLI
HTR5A ag ctr: activates human HTR5A in OPRM1-OPRD1 agonist counter-screen. HTR5A agonist assay, luminescence, cell-based. 340,000 compounds, 0.61% hits. activation, % at 9.3 µM; in the data active = activation mostly above about 9.5%, no sharp cut-off; inactive = mostly below about 7.6%;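 note: 0% = cells with vehicle only and 100% = reference agonist; strong numbers were not always called active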
MOR-DOR inv ag: inverse agonist of human OPRM1-OPRD1 heterodimerization; P35372+P41143; cell-based MOR-DOR heterodimer luminescence, inverse agonism; inhibition, % at 9.3 µM; 340,000 compounds, 0.21% hits; AID 504357; in the data active = inhibition above about 22%, passing the limit was not always enough;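 note: 0% = cells with DMSO and 100% = wells without cells with DMSO; values of inactives mirror those of a sister screen read the other way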
AddAB inh: less growth of phage-infected E. coli with AddAB; E. coli expressing H. pylori AddAB, absorbance growth; inhibition, % at 11.9 µM; 330,000 compounds, 0.29% hits; AID 435030; in the data active = inhibition above about 12%;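 note: 0% = vehicle wells of infected cells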
Mot1-301 SUMO: SUMOylation pathway inhibition by Mot1-301 growth rescue. AID 2716. 320,000 compounds, 1% hits. S. cerevisiae Mot1-301 growth rescue, ATP luminescence, 38.5C; percent above DMSO median, 100 means doubled. growth rescue, % at 18.8 µM;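 active = every valid replicate shows activation above 250% relative to neutral control wells; inactive = the rest, any valid replicate at or below 250%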;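 note: OY570 slx delta 5 strain wells were the positive control but not used for scaling; some compounds called inactive have numbers as strong as hits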
MOR-DOR ag: OPRM1-OPRD1 heterodimerization agonism; AID 504326; activation, % at 9.3 µM; 340,000 compounds, 0.3% hits; P35372+P41143; cells, luminescence; in the data active = activation above about 18%;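 note: 0% = vehicle-treated cells and 100% = reference agonist; values of inactives mirror those of a sister screen read the other way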
Ecoli viability: reduces bacterial viability in AddAB counter-screen; E. coli V3065 growth, OD600 absorbance, 18 h; inhibition, % at 11.9 µM; 330,000 compounds, 0.27% hits;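 active = inhibition above the campaign's mean inhibition across all tested compounds plus 3 SD, cut at about 9.9% in these data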;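 note: uninfected addAB+ strain grown without phage in ampicillin broth; 0% = DMSO wells and 100% = ciprofloxacin 0.95 µg/ml wells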
phage Ecoli inh: E. coli growth loss with phage present; growth absorbance; inhibition, % at 11.9 µM; 360,000 compounds, 0.26% hits; in the data active = inhibition above about 11%
Numbers without * were called inactive; / = no result given.

SMILES	HTR5A inv ctr	PfHsp90 set2	PKA-R1A act	Pemphigus Ab inh	HTR5A ag ctr	MOR-DOR inv ag	AddAB inh	Mot1-301 SUMO	MOR-DOR ag	Ecoli viability	phage Ecoli inh
COC(=O)c1c(C(=O)OC)c2ccccn2c1C(=O)c1ccc([N+](=O)[O-])cc1	-7	5	-2	116	2	-17	-0.8	-7	3.9	0.6	-0.6
Cc1ccc(NC(=O)CN(c2ccc3c(c2)OCO3)S(=O)(=O)c2c(C)n[nH]c2C)cc1	-2	11	5	111	1	3	2.8	314	-0.6	1.1	-0.9
COc1ccc(-c2nnn(Cc3nc(N)nc(N4CCCCC4)n3)n2)cc1	22	-15	-5	104	3	6	1.7	-2	-1.3	0.3	2.2
C=CCSc1nc(N)c(C#N)c(-c2ccccc2)c1C#N	1	-5	0	81*	9	-1	1.6	-6	0.2	-1.6	1.5
COc1ccc(-c2ccc([C@H]3[C@H]4C=CC[C@@H](C)[C@@H]4C(=O)N3Cc3ccccc3)c(F)c2)cc1OC	-21	12	-11	101	7	7	1.6	-5	-1.6	-1.9	2.5
CCc1nc(SCC(=O)N2c3ccccc3Sc3ccccc32)c2ccccc2n1	-26	-23	-5	100	-1	8	2.0	19	-1.7	3.2	4.2
Cn1c(=O)c2[nH]c(Nc3ccccc3)nc2n(C)c1=O	4	10	2	103	-2	6	-1.4	199	-1.0	-1.7	0.9
FC(F)Oc1ccc(NC(=S)NC2CCSc3ccccc32)cc1 (stereo unspecified)	-14	-2	-12	/	4	-41	/	-11	7.6	/	7.5
COc1ccccc1N1CCN(C(=O)C(=O)c2c(C)n(C)c3ccccc23)CC1	5	7	-1	102	3	-4	1.6	-1	0.7	-0.4	2.5
O=C(CN1CCOCC1)Nc1cccc(S(=O)(=O)N2CCCCCC2)c1	-9	/	0	125	4	7	5.0	2	-1.3	-2.8	1.1
C#CCN(C(=O)c1cc(COc2ccc(C)c(C)c2)on1)C1CCCCC1	-3	-14	-2	/	5	-21	2.4	11	3.9	-0.9	1.7
O=C(C1=C[C@H](c2ccc(Br)cc2)C[C@H](OCc2ccc(CO)cc2)O1)N1CCN(Cc2ccc3c(c2)OCO3)CC1	7	-5	-5	103	3	-1	2.6	21	0.1	0.3	1.9
CCOc1ccccc1NC(=O)Cn1c(=O)n(CCC(=O)NC2CCCC2)c(=O)c2ccccc21	0	/	-8	103	0	11	-0.6	2	-2.2	-0.7	/
O=C(NN1C(=O)c2ccccc2NC1c1ccc([N+](=O)[O-])o1)c1ccccc1 (stereo unspecified)	21	-6	-2	101	-1	-43	3.7	-1	8.4	5.7	2.9
O=C(c1ccco1)N(CCCN1CCOCC1)c1nc(-c2ccc(Cl)cc2)cs1	-18	-12	2	110	7	-13	0.2	55	2.3	-4.7	-0.9
COC(=O)c1ccnc(SCC(=O)c2ccccc2)c1	-3	-19	1	88	1	6	4.5	-7	-0.8	0.8	2.0
Cc1cc(C)n2nc(SCC(=O)NC(=O)c3ccccc3)nc2n1	9	-5	5	117	-2	21	-0.1	-12	-4.0	-1.6	4.9
Cc1ccccc1C(=O)OC1OC(=O)C(Cl)=C1Nc1ccc(C(=O)O)cc1 (stereo unspecified)	7	18	-1	100	-3	6	-0.5	75	-1.1	-0.9	4.5
COc1ccc(NC2CCCN(C(=O)CCN3Cc4ccccc4C3=O)C2)cc1 (stereo unspecified)	13	-5	-1	125	-3	10	1.9	8	-2.0	-0.1	0.2
C[C@H](CO)N1C[C@H](C)[C@@H](CN(C)S(=O)(=O)c2ccccc2)Oc2ccc(NC(=O)CCN3CCOCC3)cc2C1=O	-7	19	-2	99	-1	9	3.2	11	-1.6	-0.6	0.6
O=C1/C(=C/c2cccs2)SC(=S)N1C1CCS(=O)(=O)C1 (stereo unspecified)	/	/	/	108	/	/	-0.4	-18	/	-0.4	-0.1
CCN(CC)S(=O)(=O)c1cccc(NC(=O)COC(=O)C2=COCCO2)c1	0	/	8	90	0	15	-0.1	0	-3.6	-0.2	2.9
O=C(Cc1ccccc1)Nc1nc2ccccc2s1	-25	9	-3	108	1	7	-0.3	15	-1.6	-0.9	2.1
CCn1c2ccccc2c2nnc(SCC(=O)Nc3c(C)n(C)n(-c4ccccc4)c3=O)nc21	12	-11	1	/	-5	-4	1.0	-3	0.6	1.5	-0.1
NC(=O)CN1N=C(c2cc(Cl)sc2Cl)CSC1=O	15	/	2	/	-6	11	1.6	132	-1.8	-2.4	1.1
COc1ccc(C(=O)N2CCCC(CCC(=O)NCc3ccc(F)c(F)c3)C2)cc1F (stereo unspecified)	11	-19	-4	108	1	3	1.7	-2	-0.6	0.2	2.7
O=C(N=C1SC2CS(=O)(=O)CC2N1c1cc(Cl)ccc1Cl)C1CCCO1 (stereo unspecified)	3	-4	-5	93	-2	17	5.3	-6	-3.1	0.8	3.8
O=C(O)Cc1ccc2c(c1)N(S(=O)(=O)c1cccs1)CC(C(=O)O)O2 (stereo unspecified)	-1	-9	-7	102	-4	15	1.3	-13	-2.9	1.9	1.5
Cc1cc(NC(=O)CSCC(=O)N(C)Cc2c(F)cccc2Cl)no1	-1	-36	0	118	0	6	0.3	-9	-1.1	-2.7	-0.4
O=C(COC(=O)COc1ccccc1)NCc1ccc2c(c1)OCO2	4	/	-8	98	-1	16	1.1	-6	-3.0	0.4	3.5

By substructure, the compounds so far with a COOH group (2)
SMILES	HTR5A inv ctr	PfHsp90 set2	PKA-R1A act	Pemphigus Ab inh	HTR5A ag ctr	MOR-DOR inv ag	AddAB inh	Mot1-301 SUMO	MOR-DOR ag	Ecoli viability	phage Ecoli inh
Cc1ccccc1C(=O)OC1OC(=O)C(Cl)=C1Nc1ccc(C(=O)O)cc1 (stereo unspecified)	7	18	-1	100	-3	6	-0.5	75	-1.1	-0.9	4.5
O=C(O)Cc1ccc2c(c1)N(S(=O)(=O)c1cccs1)CC(C(=O)O)O2 (stereo unspecified)	-1	-9	-7	102	-4	15	1.3	-13	-2.9	1.9	1.5

New compounds follow.
SMILES	HTR5A inv ctr	PfHsp90 set2	PKA-R1A act	Pemphigus Ab inh	HTR5A ag ctr	MOR-DOR inv ag	AddAB inh	Mot1-301 SUMO	MOR-DOR ag	Ecoli viability	phage Ecoli inh
Nc1nc(-c2ccccc2)[nH]c(=O)c1N=O	-1	17	9	89	0	1	1.1	-13	-0.1	1.8	-1.7
CC1CCc2c(sc(NC(=O)CSc3nc(N)cc(=O)[nH]3)c2C(N)=O)C1 (stereo unspecified)	-3	-12	-3	103	1	7	/	/	-1.3	/	3.0
OCC[C@@H]1C[C@@H](O)[C@H](O)[C@]2(OCc3ccccc32)O1	-12	-3	-7	106	5	6	5.3	410	-1.1	0.2	1.0
CCOC(=O)CC(=O)Nc1cc(Cl)ccc1O	6	-12	6	102	-2	8	2.4	13	-1.4	0.0	1.9
Cc1nn(Cc2ccccc2Cl)c2sc(C(=O)NCCCn3ccnc3)cc12	-22	-23	-4	/	8	10	4.3	-8	-1.6	4.2	2.2
CCOC(=O)C1CCCN(Cc2sccc2C)C1 (stereo unspecified)	-20	1	1	76	-3	4	-0.8	12	-0.7	-1.1	/
COc1ccc(CN2C3CCC2CC(NC(=O)c2cccc(F)c2)C3)cc1 (stereo unspecified)	-8	57	-5	116	3	3	3.3	65	-0.5	0.8	3.3
CC12CCC(=O)C=C1CCC1C2C(=O)CC2(C)C1CC[C@]2(O)C(=O)CO (stereo partly specified)	-26	-1	-8	100	7	22	3.7	9	-4.8	0.3	1.1
O=C(Nc1ccc(F)cc1)NC1(C(=O)NCc2ccco2)CCCCC1	11	12	-7	99	-4	5	2.6	-9	-0.9	2.6	2.6
Cc1ccc(C2(C(F)(F)F)NC(=O)N3C(=C2C#N)Nc2ccccc23)cc1 (stereo unspecified)	2	-35	-7	97	-7	8	0.0	-8	-1.7	-0.8	0.2
O=[N+]([O-])c1ccc(-c2nnc(-c3ccccc3)c(NCCCO)n2)cc1	-17	-8	7	102	1	-1	4.0	-13	0.3	1.7	-1.0
CCn1c(SCC(=O)O)nnc1-c1cc2c(C)nn(-c3ccccc3)c2s1	-4	-2	-4	100	-3	13	1.8	5	-2.5	-0.3	2.9
CCOC(=O)c1c(N)sc(C(=O)N2CCCC(C(N)=O)C2)c1C (stereo unspecified)	-9	-3	-8	107	-2	-4	-1.3	933*	0.8	1.7	4.0
Cc1c(N=CN2CCOCC2)c(=O)n(C)c(=O)n1C	4	/	-8	97	-2	6	2.2	11	-1.2	-0.4	1.7
O=C(C1CCOCC1)N1CCCC(N2CCN(c3cccc(Cl)c3)CC2)C1 (stereo unspecified)	-9	-36	1	111	1	7	0.6	-1	-1.3	-0.8	4.6
Fc1ccc(NC(=S)N2CCN(C/C=C/c3ccccc3)CC2)c(F)c1	-2	6	-15	102	0	9	0.4	3	-1.8	2.2	4.3
COCc1[nH]nc2c1C1(CCC3(CC1)OCCO3)C(C#N)=C(N)O2	-19	/	-9	/	7	4	-0.2	13	-0.6	-0.3	2.6
O=C(C1=C(O)C(=O)N(CCN2CCOCC2)C1c1cccnc1)c1cc2ccccc2o1 (stereo unspecified)	-44	22	-14	100	-3	11	1.6	6	-2.0	2.1	1.4
COc1ccc(-c2nc(CS(=O)(=O)CC(=O)NCCc3ccc(C)cc3)c(C)o2)cc1	18	10	-3	100	0	-15	3.9	5	2.8	-1.6	-2.8
O=C(CCN1C(=O)/C(=C/c2cccs2)SC1=S)NNC(=O)c1cccc(O)c1	3	-5	2	80	-1	3	1.2	-5	-0.6	0.1	1.1
Cc1cc(-c2nnc(SCC(=O)Nc3ccccc3Cl)n2C)no1	-18	-6	15	/	7	16	-1.3	-4	-3.2	-0.7	2.7
CCC(C)NC(=O)CSc1n[nH]c(-c2cc(Cl)ccc2OC)n1 (stereo unspecified)	4	-18	-11	102	-1	15	0.9	-3	-3.2	-2.4	0.0
O=C(COc1ccc(Cl)cc1)Nc1nnc(C2=COCCO2)o1	-12	5	-2	97	4	7	-0.2	-6	-1.5	-4.3	0.2
COc1cc(OC)cc(-n2nnnc2SCC(=O)N2CCCC2)c1	18	-4	1	103	-3	-12	1.6	-10	2.1	-0.5	1.8

Exported with two lines to a compound: two of the compounds above.
Below each SMILES: HTR5A inv ctr | PfHsp90 set2 | PKA-R1A act | Pemphigus Ab inh | HTR5A ag ctr | MOR-DOR inv ag | AddAB inh | Mot1-301 SUMO | MOR-DOR ag | Ecoli viability | phage Ecoli inh
Fc1ccc(NC(=S)N2CCN(C/C=C/c3ccccc3)CC2)c(F)c1
  -2 | 6 | -15 | 102 | 0 | 9 | 0.4 | 3 | -1.8 | 2.2 | 4.3
COc1cc(OC)cc(-n2nnnc2SCC(=O)N2CCCC2)c1
  18 | -4 | 1 | 103 | -3 | -12 | 1.6 | -10 | 2.1 | -0.5 | 1.8
